Compound activity deposited in PubChem BioAssay by several laboratories.
Spn MK inh = inhibitors of Streptococcus pneumoniae mevalonate kinase. 65,000 tested, 0.48% active. inhibition, % at 10 µM. AID 555. purified MK, PK/LDH-coupled NADH absorbance 340 nm;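 active = ranked among the strongest by inhibition in the single 10 µM screen, a fixed top-ranked set picked for dose follow-up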; note: no value below 0 was filed
HPDE-C7K KRASV12 = cytotoxicity in KRAS-transformed pancreatic duct cells, primary screen, cell-based, fluorescence, HTS (AID 431) | HPDE-C7K KRASV12 cells, Alamar Blue viability, 48 h; higher % means a stronger effect | cytotoxicity, % at 10 µM; hits with a dose series show EC50 in µM | 63,000 tested, 1.7% active;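 active = compounds whose percent cytotoxicity in the single-dose primary screen, scaled between solvent and toxic-drug controls, exceeds 50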;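 note: 0% = DMSO solvent wells and 100% = doxorubicin-treated wells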
Bfl-1 displacement = displacement of Bid BH3 peptide from Bfl-1 – biochemical, fluorescence polarization, FITC-Bid, mouse, primary screen (AID 432). displacement, % at 20 µM; hits with a dose series show IC50 in µM. 64,000 tested, 0.02% active. FITC-Bid BH3 peptide fluorescence polarization displacement; higher % means a stronger effect; in the data active = a potency from the dose series; inactive = the rest, 99 in 100 with displacement below about 15%; note: strong numbers were not always called active
DPM-DC inhibit = S. pneumoniae DPM-DC inhibition; purified DPM-DC, PK/LDH coupled NADH fluorescence; calls only at 10 µM; 65,000 tested, 0.49% active;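 active = the 320 compounds with the highest percent inhibition in the single-dose primary screen, excluding strongly autofluorescent ones, cut at about 32% in these data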;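 note: kinetic rate of NADH fluorescence loss reporting ADP formed by the decarboxylase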
Spn PMK inh = inhibitors of Streptococcus pneumoniae phosphomevalonate kinase; purified PMK, PK/LDH-coupled NADH absorbance 340 nm; inhibition, % at 10 µM; 65,000 tested, 0.49% active; AID 539;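 active = top-ranked compounds by inhibition in the single 10 µM screen, taking a fixed number of the strongest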;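 note: 0% = full reaction with DMSO carrier and 100% = background rate without enzyme reaction; no value below 0 was filed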
HT1080 cytotoxicity = HT1080 cell viability loss – fluorescence readout (AID 620). one-dose cytotoxicity, % at 10 µM; EC50 in µM for titrated hits. 87,000 tested, 0.42% active. HT1080 viability, fluorescence; higher % means a stronger effect;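 note: cells exposed to compound overnight then 4 h with Alamar Blue; 0% = vehicle DMSO and 100% = killing control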
LYP phosphatase = inhibition of human PTPN22 tyrosine phosphatase – biochemical, DiFMUP fluorescence, recombinant catalytic domain, 10 µM, primary screen (AID 606); recombinant LYP catalytic domain, DiFMUP fluorescence; higher % means a stronger effect; 52,000 tested, under 10 active; inhibition, % at 10 µM; hits with a dose series show IC50 in µM;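 active = IC50 under 40 µM in the dose-response test; inactive = IC50 of 40 µM or more, or never dose-tested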
Alkaline phosphatase = human TNAP enzyme inhibitors, biochemical, luminescent (AID 518); inhibition, % at 20 µM, or IC50 in µM where a hit was titrated; 64,000 tested, 0.09% active; purified TNAP enzyme, luminescent substrate readout; higher % means a stronger effect; in the data active = a potency from the dose series; inactive = the rest, 99 in 100 with inhibition below about 22%;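 note: plate controls were vehicle for no effect and reference inhibitor for full effect; many of its hits are not listed in these tables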
HPDE-C7 viability = cytotoxicity in HPDE-C7 cells, cell-based, fluorescence, HTS (AID 430) | HPDE-C7 pancreatic duct cells viability, fluorescence; higher % means a stronger effect | 63,000 tested, 1.8% active | cytotoxicity, % at 10 µM, or EC50 in µM where a hit was titrated;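 note: cells exposed to compound for 48 hours before viability readout; 0% = vehicle and 100% = reference cytotoxic drug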
Spn PMK inh pilot replicates = further read-out of Spn PMK inh, marked with its call; inhibition, %; measured here: pilot screen replicates
Spn MK inh pilot replicates = further read-out of Spn MK inh, marked with its call; inhibition, %; measured here: pilot screen replicates
DPM-DC inhibit pilot screen % = further read-out of DPM-DC inhibit, marked with its call; inhibition, %; measured here: pilot screen trials
Starred values were filed as active, the others as inactive; i = inactive; x = no result given. Cut-off read from the data, not from the text of the source, unless noted: active = cytotoxicity above about 50%; inactive = the rest. Random draw from the library; any-hit rate near 3.5%.

SMILES	Spn MK inh	HPDE-C7K KRASV12	Bfl-1 displacement	DPM-DC inhibit	Spn PMK inh	HT1080 cytotoxicity	LYP phosphatase	Alkaline phosphatase	HPDE-C7 viability	others
CC1=CC(C)(C)N2C(=O)C3(C(C#N)=C(N)Oc4cc(O)ccc43)c3cccc1c32 (stereo not given)	3	74%*	-3%	i	1	-18%	1%	9%	68%*
O=C(Nc1cccc(C(=O)N2CCCC2)c1)c1ccccc1	8	-4%	-6%	i	9	7%	2%	5%	-4%
CCN(CC)CCNC(=O)c1nn(-c2ccc(C)cc2)c(=O)c2c1c1ccccc1n2C	6	20%	-4%	i	4	-1%	4%	8%	23%
CCOC(=O)c1sc(NC(=O)CSc2nncs2)c(C(=O)OCC)c1C	6	-12%	-7%	i	9	-1%	-7%	11%	-14%
Cc1nn(-c2ccccc2)c2c1P(=O)(O)/C(=C1\N(C)c3ccccc3C1(C)C)C=N2	0	4%	-8%	i	17	-8%	1%	9%	6%
O=C(O)c1ccc(NS(=O)(=O)c2ccc(Cl)c(Cl)c2)cc1O	0	-4%	0%	i	0	1%	-16%	6%	3%
COCCn1c(SCC#N)nnc1-c1ccccc1	3	-4%	-6%	i	4	22%	0%	7%	4%
Cc1cc(N2CCCN(C)CC2)nc2cc(Cl)ccc12	0	16%	-6%	i	1	9%	-5%	8%	18%
Cc1ccn(CCSCC(=O)O)n1	12	-13%	-26%	i	11	-13%	-4%	6%	2%
CCOC(=O)C1CCN(C(=O)COc2cc(C)c(Br)c(C)c2)CC1	0	-5%	-7%	i	10	-2%	13%	6%	-5%
O=C(NCC(=O)N(Cc1ccc(F)cc1)C(C(=O)NC1CCCC1)c1ccco1)c1ccco1 (stereo not given)	10	-21%	0%	i	11	-11%	17%	9%	-8%
Cc1ccc2cc(CN(Cc3ccc4c(c3)OCO4)Cc3nnnn3Cc3ccco3)c(=O)[nH]c2c1C	10	-5%	-5%	i	1	-8%	x	10%	-17%	Spn PMK inh pilot replicates=0.0;Spn MK inh pilot replicates=1.0;DPM-DC inhibit pilot screen %=2.0
COc1ccccc1OCC(=O)Nc1oc(-c2ccccc2)c(-c2ccccc2)c1C#N	5	-3%	2%	i	6	3%	-7%	16%	-3%
COc1ccc(-c2cn3cccnc3n2)cc1NC(=O)C1CCCC1	4	0%	-2%	x	19	5%	4%	0%	-14%
CCN(CCCNC(=O)c1[nH]c(C)c(C(C)=O)c1C)c1cccc(C)c1	9	8%	0%	i	10	16%	5%	4%	6%
CCOC(=O)c1cnc2nc[nH]n2c1=O	5	4%	8%	i	12	-6%	5%	4%	0%
O=C(CSc1nnc(-c2ccco2)o1)N1CCOCC1	6	-6%	-4%	i	12	-7%	19%	2%	4%
CC1(C)CC(=O)N(CC(=O)NC2CCCC2)c2ccccc2S1(=O)=O	12	6%	-3%	i	6	-6%	13%	5%	7%
C=CCN1C(=O)CN=C1Nc1ccc(OC)cc1OC	7	-11%	4%	i	14	-3%	9%	8%	-7%
Cc1cc(C)cc(NC(=O)C2CCN(c3nc(C)cc(C)n3)CC2)c1	4	-1%	2%	i	6	9%	-10%	8%	4%
CC(C)(C)c1ccc(S(=O)(=O)n2c(CN3CCOCC3)nc3ccccc32)cc1	6	-16%	0%	i	0	4%	x	10%	-13%
COC(=O)c1c(NC(=O)CCCC(=O)O)sc(C)c1C	6	1%	4%	i	7	-3%	-3%	7%	-2%
Cc1ccc(C2NC(=O)NC(O)(C(F)(F)F)C2C(=O)c2ccccc2)o1 (stereo not given)	3	x	x	i	11	-6%	-21%	x	x
Cc1cccc(-c2ccc(C=Nc3c(C)n(C)n(-c4ccccc4)c3=O)o2)c1	6	12%	-7%	i	5	-2%	-5%	6%	8%
Cc1ccc2nc(-c3cccc(NC(=O)c4ccc5c(c4)OCCO5)c3)oc2c1	3	6.1µM*	3%	i	3	6%	-3%	11%	6.1µM*
COc1cccc(C(c2sc3nc(C)nn3c2O)N2CCN(c3ccccc3F)CC2)c1 (stereo not given)	0	-6%	-1%	i	0	3%	8%	0%	-8%
COc1ccc(N2C(=O)CC(N3CCN(C4CCc5ccccc5C4)CC3)C2=O)cc1 (stereo not given)	8	-9%	-3%	i	6	-8%	x	-1%	-10%
O=C(CCSc1ccccc1)Nc1ncccn1	12	-14%	-9%	i	3	-3%	6%	10%	-12%
C=CCn1c(SCC(=O)NC2CCCCC2)nnc1C(C)NC(=O)c1cccs1 (stereo not given)	2	-1%	27%	i	8	26%	-4%	0%	6%
Oc1ccc(N2CCN(C(c3cccs3)c3nnnn3CCc3ccccc3)CC2)cc1 (stereo not given)	8	19%	-2%	i	8	-9%	-5%	15%	19%
CC(=O)Nc1ccc2nc(SCC(=O)O)sc2c1	2	-2%	-9%	i	20	-2%	-9%	-2%	-3%
C/C(=C\C(=O)c1ccncc1)Nc1ccccc1O	14	9%	6%	i	0	1%	x	22%	-8%
O=C(/C=N/O)NCC1CCNCC1	0	-10%	-5%	i	7	-8%	x	8%	-6%
CCOC(=O)c1c(NC(=O)CSc2n[nH]c(N)n2)sc(CC)c1C	0	0%	-1%	i	10	12%	8%	-6%	-3%
Cn1c(SCC(=O)Nc2nc3c(s2)CCCC3)nnc1-c1ccccc1	2	-3%	-2%	i	12	-5%	12%	10%	-15%
CC1OC(Nc2ccc(OC(F)(F)F)cc2)C(O)C(O)C1O (stereo not given)	4	-9%	-6%	i	12	-8%	6%	13%	-9%
Cc1nc2ccccc2c2oc(C(=O)N3CCc4ccccc4C3)cc12	7	8%	9%	i	7	8%	9%	7%	8%
COc1ccc2nc(SCC(=O)Nc3ccccc3C#N)[nH]c2c1	0	13%	-5%	i	7	0%	7%	-13%	7%
CN(C)S(=O)(=O)c1ccc(N2CCN(S(=O)(=O)c3ccc(F)cc3)CC2)c(Cl)c1	0	4%	-2%	i	15	-10%	14%	8%	3%
O=C(NCc1nc(-c2ccccc2)no1)c1ccc(Br)o1	4	-8%	-9%	i	4	3%	-15%	14%	-1%
Clc1ccc(NCc2nnc3n2CCCCC3)cc1	8	-38%	0%	i	3	-12%	-16%	7%	-17%
CCN1/C(=C(\O)c2ccccc2)C(=O)c2ccccc2S1(=O)=O	14	4%	-1%	i	8	-16%	x	9%	3%
Cc1ccccc1-n1c(N)cc(=O)[nH]c1=S	5	-4%	-4%	i	7	3%	2%	6%	-2%
Cc1ccc(-c2nnn(CC(=O)N(CC(=O)NC(C)C)c3cnc4ccccc4c3)n2)o1	5	-5%	5%	i	11	21%	-4%	6%	-9%
COc1ccc(OCC(=O)N2CCN(C(=O)Cc3ccccc3)CC2)cc1	2	3%	0%	i	22	5%	-11%	5%	-17%	Spn PMK inh pilot replicates=0.0;Spn MK inh pilot replicates=1.5;DPM-DC inhibit pilot screen %=0.0
CC(C)(C)C(=O)C(Oc1cccc2nonc12)n1cncn1 (stereo not given)	3	-3%	-3%	i	0	9%	x	10%	-10%
Cc1cc(C)cc(NC(=O)N2CCC(NC(=O)c3ccc(F)cc3)CC2)c1	8	-17%	-5%	i	14	3%	x	8%	0%
FC(F)(F)c1ccc(N2CCN(c3ncnc4c3nnn4Cc3ccccc3)CC2)nc1	0	56%*	4%	i	5	2%	x	11%	45%

Compounds listed so far that have a halogen, in the order listed:
SMILES	Spn MK inh	HPDE-C7K KRASV12	Bfl-1 displacement	DPM-DC inhibit	Spn PMK inh	HT1080 cytotoxicity	LYP phosphatase	Alkaline phosphatase	HPDE-C7 viability	others
O=C(O)c1ccc(NS(=O)(=O)c2ccc(Cl)c(Cl)c2)cc1O	0	-4%	0%	i	0	1%	-16%	6%	3%
Cc1cc(N2CCCN(C)CC2)nc2cc(Cl)ccc12	0	16%	-6%	i	1	9%	-5%	8%	18%
CCOC(=O)C1CCN(C(=O)COc2cc(C)c(Br)c(C)c2)CC1	0	-5%	-7%	i	10	-2%	13%	6%	-5%
O=C(NCC(=O)N(Cc1ccc(F)cc1)C(C(=O)NC1CCCC1)c1ccco1)c1ccco1 (stereo not given)	10	-21%	0%	i	11	-11%	17%	9%	-8%
Cc1ccc(C2NC(=O)NC(O)(C(F)(F)F)C2C(=O)c2ccccc2)o1 (stereo not given)	3	x	x	i	11	-6%	-21%	x	x
COc1cccc(C(c2sc3nc(C)nn3c2O)N2CCN(c3ccccc3F)CC2)c1 (stereo not given)	0	-6%	-1%	i	0	3%	8%	0%	-8%
CC1OC(Nc2ccc(OC(F)(F)F)cc2)C(O)C(O)C1O (stereo not given)	4	-9%	-6%	i	12	-8%	6%	13%	-9%
CN(C)S(=O)(=O)c1ccc(N2CCN(S(=O)(=O)c3ccc(F)cc3)CC2)c(Cl)c1	0	4%	-2%	i	15	-10%	14%	8%	3%
O=C(NCc1nc(-c2ccccc2)no1)c1ccc(Br)o1	4	-8%	-9%	i	4	3%	-15%	14%	-1%
Clc1ccc(NCc2nnc3n2CCCCC3)cc1	8	-38%	0%	i	3	-12%	-16%	7%	-17%
Cc1cc(C)cc(NC(=O)N2CCC(NC(=O)c3ccc(F)cc3)CC2)c1	8	-17%	-5%	i	14	3%	x	8%	0%
FC(F)(F)c1ccc(N2CCN(c3ncnc4c3nnn4Cc3ccccc3)CC2)nc1	0	56%*	4%	i	5	2%	x	11%	45%
